# mec2-1 = NCI yeast anticancer drug screen, S. cerevisiae mec2-1 strain. growth inhibition, % at 50 µM. hit rate 9% among 79,000. AID 157;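 further: 0% = growth of vehicle-only cultures of the same strain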
#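 Strain: mec2-1 (DNA repair/cell cycle alteration). Compound exposure, then growth measured; inhibition expressed relative to vehicle.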
# bub3 = NCI yeast anticancer drug screen, S. cerevisiae bub3 mutant strain | % growth inhibition at 50 µM | hit rate 9.9% among 78,000 | AID 167;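 further: 0% = growth of vehicle-only cultures of the same strain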
#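 Steps: expose the mutant yeast strain to compound; grow alongside vehicle-treated cultures; measure growth; express inhibition against the vehicle cultures.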
# yeast sgs1 mgt1 = NCI yeast anticancer drug screen, S. cerevisiae sgs1 mgt1 strain; hit rate 10% among 78,000; growth inhibition, % at 50 µM;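 further: 0% = growth of vehicle-only cultures of the same strain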
#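 Mutant yeast exposed to compound; growth scored against vehicle-only wells.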
# yeast mlh1 rad18 = NCI yeast anticancer drug screen, S. cerevisiae mlh1 rad18 strain | hit rate 11% among 79,000 | % growth inhibition at 50 µM | AID 175;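 further: 0% = growth of vehicle-only cultures of the same strain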
#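 In this whole-cell yeast screen, a strain with altered DNA damage repair is challenged with compound, and its growth is measured against matched vehicle-treated controls.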
# yeast cln2 rad14 = NCI yeast anticancer drug screen, S. cerevisiae cln2 rad14 strain; growth inhibition, % at 50 µM; hit rate 8.3% among 78,000; AID 165;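 further: 0% = growth of vehicle-only cultures of the same strain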
#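 Yeast carrying cln2 and rad14 alterations (cell cycle control and DNA damage repair) were exposed to compounds. Growth inhibition was measured against vehicle-treated controls.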
# rad50 = NCI yeast anticancer drug screen, S. cerevisiae rad50 strain; % growth inhibition at 50 µM; hit rate 10% among 79,000;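 further: 0% = growth of vehicle-only cultures of the same strain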
#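 A DNA repair-deficient yeast mutant serves as the test organism; compound-induced growth inhibition is calculated against vehicle-treated cells.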
# The depositor's hits bear a star; . = not tested or not shown; & = joins results of further samples. No stated cut-off is given here; in the data, active means growth inhibition above about 70%; inactive means the rest.
(1) C=CCC12CC(C)OC1=Nc1ccccc1NC2=O (centres undefined)
(2) O=c1c2ccccc2c2cc3ccc4c(=O)c5ccccc5c5cc6ccc1c2c6c3c45
(3) CC(C)(C)c1cc(CN2CCOCC2)cc(C(C)(C)C)c1O
(4) O=[N+]([O-])c1cccc(/C=N/Nc2ccc3ccccc3n2)c1O
(5) c1ccc(CN[C@]23C4C5CC6C7C5C2C7[C@@](NCc2ccccc2)(C64)N3Cc2ccccc2)cc1 (some centres undefined)
(6) CCC(C)C(C)O (centres undefined)
(7) CN(C)CCC(c1ccccc1)c1ccccc1
(8) c1ccc2c3c([nH]c2c1)CCN1CCN(CCc2ccncc2)CC31 (centres undefined)
Screen / compound no.,1,2,3,4,5,6,7,8
yeast mlh1 rad18,-10,35&-8,14,98*,5,0,-6,16
mec2-1,-2,7&3,5,99*,-1,-53,-3,14
rad50,-1,30&7,8,98*,3,-7,-22,7
bub3,7,61&3,-3,98*,-1,-13,15,13
yeast sgs1 mgt1,-18,18&-2,1,97*,-12,3,14,5
yeast cln2 rad14,21,-24&8,0,93*,-37,14,-14,-14

# Brought forward from above: three entries, then new ones.
(6) CCC(C)C(C)O (centres undefined)
(7) CN(C)CCC(c1ccccc1)c1ccccc1
(8) c1ccc2c3c([nH]c2c1)CCN1CCN(CCc2ccncc2)CC31 (centres undefined)
(9) CC/C(C)=N/OC(=O)Nc1ccccc1
(10) O=C(O)c1cc(-c2ccccc2)nc2c(Cl)cc(Cl)cc12
(11) CCOC(=O)C(=O)Nc1ccc(Cl)cc1
(12) CC(NC=O)(C(=O)O)c1ccccc1 (centres undefined)
(13) CCOC(=O)C1=C(NC23CC4CC(CC(C4)C2)C3)OCC1=O
(14) COc1ccc2c(c1)CC/C2=N/O
(15) O=S1(=O)OCCOS(=O)(=O)C1C1c2ccccc2-c2ccccc21
(16) CC1(c2ccc3ccccc3c2)CCC(=O)O1 (centres undefined)
Screen / compound no.,6,7,8,9,10,11,12,13,14,15,16
yeast mlh1 rad18,0,-6,16,34,-4,-15,10,5,2,-32,-5
mec2-1,-53,-3,14,17,-29,-13,-6,-4,3,3,-30
rad50,-7,-22,7,39,-13,-21,-1,-3,-11,13,-3
bub3,-13,15,13,0,-16,8,-7,-3,-23,-1,.
yeast sgs1 mgt1,3,14,5,65,-2,-37,-1,-15,-4,19,.
yeast cln2 rad14,14,-14,-14,11,10,-45,-14,49,-21,8,.

(17) NS(=O)(=O)c1ccc(NC(=S)/N=C\C(C(=O)c2ccccc2)=C(\O)c2ccccc2)cc1
(18) COc1ccc(CC(=O)c2c(O)c3c(c(CC=C(C)C)c2OC)OC(C)(C)C=C3)cc1
(19) COc1nc2ccccc2s1
(20) CS(=O)(=O)C1(Br)S(=O)(=O)OCCOS1(=O)=O
(21) Cc1ccc(C)c(OC2CCCCC2=O)c1 (centres undefined)
(22) CCOC(=O)C(NC(=O)CC)(Nc1ccc(S(=O)(=O)Nc2ccc(OC)nn2)cc1)C(F)(F)F (centres undefined)
(23) O=c1c2c([nH]c3nccn13)CCC2
(24) O=C1CC(O)C=C1Nc1ccc(Cl)cc1 (centres undefined)
Screen / compound no.,17,18,19,20,21,22,23,24
yeast mlh1 rad18,2,14,22,-30,12,-5,-46,98*
mec2-1,2,-26,-15,-18,5,-10,-3,98*
rad50,7,22,19,-24,-4,-13,-21,99*
bub3,8,-3,2,-34,-3,0,-31,98*
yeast sgs1 mgt1,10,-15,13,-47,-7,0,-24,99*
yeast cln2 rad14,42,4,11,12,-44,19,-1,98*

# Whole records, quoted from the list. Order of screens: yeast mlh1 rad18, mec2-1, rad50, bub3, yeast sgs1 mgt1, yeast cln2 rad14
# `CCOC(=O)C(NC(=O)CC)(Nc1ccc(S(=O)(=O)Nc2ccc(OC)nn2)cc1)C(F)(F)F` (centres undefined) in the list: -5, -10, -13, 0, 0, 19
# `CS(=O)(=O)C1(Br)S(=O)(=O)OCCOS1(=O)=O` in the list: -30, -18, -24, -34, -47, 12
# `Cc1ccc(C)c(OC2CCCCC2=O)c1` (centres undefined) in the list: 12, 5, -4, -3, -7, -44

# Six of the compounds above, as tab-separated lines.
no.	compound	yeast mlh1 rad18	mec2-1	rad50	bub3	yeast sgs1 mgt1	yeast cln2 rad14
19	COc1nc2ccccc2s1	22	-15	19	2	13	11
20	CS(=O)(=O)C1(Br)S(=O)(=O)OCCOS1(=O)=O	-30	-18	-24	-34	-47	12
21	Cc1ccc(C)c(OC2CCCCC2=O)c1 (centres undefined)	12	5	-4	-3	-7	-44
22	CCOC(=O)C(NC(=O)CC)(Nc1ccc(S(=O)(=O)Nc2ccc(OC)nn2)cc1)C(F)(F)F (centres undefined)	-5	-10	-13	0	0	19
23	O=c1c2c([nH]c3nccn13)CCC2	-46	-3	-21	-31	-24	-1
24	O=C1CC(O)C=C1Nc1ccc(Cl)cc1 (centres undefined)	98*	98*	99*	98*	99*	98*

# More entries follow:
(25) Nc1ncc([N+](=O)[O-])cn1
(26) Oc1ccc(C=Nc2ccccc2)c(O)c1O
(27) Cc1ccc(S(=O)(=O)N2CCSCCSCCSCCN(S(=O)(=O)c3ccc(C)cc3)CC2)cc1
(28) ClCc1c(Cl)c(Cl)c(CCl)c(Cl)c1Cl
(29) O=C1CSC(c2ccccc2C(F)(F)F)N1c1nncs1 (centres undefined)
(30) Cc1ccc(NC(=O)Nc2ccc(Cl)c(Cl)c2)c(C)c1
(31) CSc1nc2c(nc(N)n2C2OCC(O)C(O)C2O)c(=O)[nH]1 (centres undefined)
(32) Cn1c(NC(=O)C(=O)NC23CC4CC(CC(C4)C2)C3)nc2ccccc21
Screen / compound no.,25,26,27,28,29,30,31,32
yeast mlh1 rad18,-9,6,23,-10,10,-21,-29,9
mec2-1,-5,-24,-1,-11,1,11,-5,-11
rad50,2,-13,7,3,18,-6,-19,-2
bub3,6,-10,-4,13,-39,-4,-6,-7
yeast sgs1 mgt1,-29,-5,4,3,12,-2,-12,-10
yeast cln2 rad14,-14,-7,16,21,-46,-17,-15,6

(33) C(=C/c1ccc(/C=C/c2ccccc2)cc1)/c1ccccc1
(34) CCOC1(OCC)Oc2c(Cl)c(Cl)c(Cl)c(Cl)c2OC1(OCC)OCC
(35) O=C(COc1cc(Cl)c(Cl)cc1Cl)Nc1ccc(N=Nc2ccccc2)cc1
(36) CSc1nc2[nH]ccc2c(=O)[nH]1
(37) O=C(CBr)c1cc2ncccc2c2ccccc12
(38) O=S1c2ccccc2N=C(c2ccc3ccccc3c2)CC1C1=CC=CCC1 (centres undefined)
(39) C[Si](C)(C)Cn1cccc1
(40) CCCCOC(=O)C1OC1(CC)c1ccccc1 (centres undefined)
Screen / compound no.,33,34,35,36,37,38,39,40
yeast mlh1 rad18,-27,99*,-8,8,69,-12,-9,-11
mec2-1,-14,99*,4,-6,51,-33,9,-6
rad50,-22,98*,2,3,47,-27,-8,-20
bub3,.,98*,3,1,99*,4,-1,3
yeast sgs1 mgt1,.,98*,-13,-3,62,-3,5,-2
yeast cln2 rad14,.,97*,-10,6,99*,-3,-38,-30

(41) CCCCCCCCCCCCCCCCCC[N+]1(CC)CCCCC1
(42) c1ccc(-c2nnc(-c3nn(-c4ccccc4)c4nc5ccccc5nc34)o2)cc1
(43) O=NN(CCCl)C(=S)NC1CCCCC1
(44) CC1=CC(C)(C)N=C2SC(c3ccc(Cl)cc3)=NN12
(45) COC(=O)CCCc1ccccc1CC(=O)OC
(46) CC(Oc1ccc(Oc2cnc3ccc(Cl)cc3n2)cc1)C(=O)O (centres undefined)
(47) O=C(/C=C\C(=O)OCCOc1ccccc1)OCCOc1ccccc1
(48) COc1ccc(-c2c(C#N)c(-c3ccc(C)cc3)n(NS(=O)(=O)c3ccccc3)c(=O)c2C#N)cc1
Screen / compound no.,41,42,43,44,45,46,47,48
yeast mlh1 rad18,89*,-4,48,11,-2,0&2,-13&-22,43
mec2-1,91*,-10,0,7,-12,-8&-7,-7&1,50
rad50,90*,-23,3,16,-10,-3&-4,16&0,40
bub3,90*,13,-4,13,4,10&-8,-9&-7,40
yeast sgs1 mgt1,92*,4,6,13,-12,0&-5,16&-7,51
yeast cln2 rad14,90*,14,7,-6,6,-2&45,20&-75,66

(49) CC1(c2ccccc2)CCCCC1OC(N)=O (centres undefined)
(50) O=C(O)c1ccccc1Nc1cccc([N+](=O)[O-])c1
(51) c1csc(-c2[nH]nc3c2CCc2ccccc2-3)c1
(52) COc1cc(C)cc2c(-c3c(O)cc(O)c4c3C[C@H](C)N[C@H]4C)cc(-c3cc(-c4c(O)cc(O)c5c4C[C@H](C)N[C@H]5C)c4cc(C)cc(OC)c4c3O)c(O)c12
(53) CCOC(=O)Cc1csc2[n+]1C(=O)/C(=C\c1cccc(Cl)c1Cl)S2
(54) COc1ccc2c3c(n(Cc4ccccc4)c(=O)c2c1)-c1cc(OC)c(OC)cc1C3C (centres undefined)
(55) O=c1[nH]c(=O)n(C2CC(O)C(CO)O2)cc1C#Cc1ccc(C(F)(F)F)cc1 (centres undefined)
(56) CC1(C)Nc2ccccc2C(c2ccccc2)=NC1=O
Screen / compound no.,49,50,51,52,53,54,55,56
yeast mlh1 rad18,-5,18,99*,3,72*,23,-14,13&13
mec2-1,-22,13,97*,-28,60,-22,-3,-15&-17
rad50,4,0,98*,-28,69,36,13,5&-3
bub3,7,8,97*,-48,76*,-20,19,-5&-5
yeast sgs1 mgt1,-14,17,98*,19,83*,-1,5,1&-7
yeast cln2 rad14,28,22,98*,87*,32,-27,-2,0&-6

(57) c1ccc(Cc2nccc3ccccc23)nc1
(58) O=C(/C=C/CCc1ccc2c(c1)OCO2)N1CCCCC1
(59) CCCNC(C#N)c1ccc(OCCCCCCCCCCOc2ccc(C(C#N)NCCC)cc2)cc1 (centres undefined)
(60) CCCCOC(=O)c1ccc(OCCCC)cc1
(61) COC(=O)C12OCC34C(CC5C(C)=C(O)C(=O)CC5(C)C3C(O)C1O)OC(=O)C(OC(C)=O)C24 (centres undefined)
(62) NC(CCSCC(F)F)C(=O)O (centres undefined)
(63) COc1cccc2c1-c1nc(N)c3c(OC)cccc3c1C2=O
(64) O=C(OCC(OC(=O)c1ccccc1)C1OC(OC(=O)c2ccccc2)C(OC(=O)c2ccccc2)C1OC(=O)c1ccccc1)c1ccccc1 (centres undefined)
Screen / compound no.,57,58,59,60,61,62,63,64
yeast mlh1 rad18,29,8,7,18,84*,25,1,12
mec2-1,1,5,4,20,70,9,7,-6
rad50,18,-1,-3,24,82*,19,0,1
bub3,25,-1,13,10,79*,-22,-7,-3
yeast sgs1 mgt1,25,8,2,17,81*,4,10,-1
yeast cln2 rad14,22,-64,-14,13,79*,7,22,-10

(65) O=[N+]([O-])c1c(Cl)ncnc1Cl
(66) O=C1CCCCCCN1
(67) Cc1ccc(C2=CC(=O)/C(=C\C(=O)c3ccc(Cl)cc3)O2)cc1
(68) COc1cc([C@H]2c3cc(O)c(OC)cc3C[C@]3(O)[C@@H]2CO[C@@H]3O)ccc1O
(69) O=C1NC(N2CCCC(CO)C2)=N/C1=C\c1ccccc1 (centres undefined)
(70) N=c1sc2ccccc2n1CCS (tested in a mixture with another compound)
(71) O=C(CSC(=S)N1CCOCC1)Nc1nc2c(s1)CCCC2
(72) Cc1ccc(S(=O)(=O)N(c2ccccc2)C(C)C(=O)c2ccccc2)cc1 (centres undefined)
Screen / compound no.,65,66,67,68,69,70,71,72
yeast mlh1 rad18,-16,13,58,-66,-34,14,-16,19
mec2-1,-48,-33,56,-28,-3,14,-32,20
rad50,-53,9,75*,-19,-16,-7,-15,24
bub3,-48,-17,50,-32,7,10,-2,7
yeast sgs1 mgt1,-57,2,71*,-35,10,8,-28,28
yeast cln2 rad14,-13,17,57,9,8,-89,3,27

(73) C=C(c1ccc(F)cc1)C1CC1
(74) CCC1=CC(=O)c2ccccc2C1=O
(75) CC(CC(=O)c1ccccc1)[N+](=O)[O-] (centres undefined)
(76) O=c1[nH]c2cc(Cl)c([N+](=O)[O-])cc2c2ccccc12
(77) COc1ccc(OC)c2c(NCCNCCO)cc(NCCNCCO)nc12
(78) O=C(CCN1CCOCC1)Nc1ccc2sc3ccccc3c(=O)c2n1
(79) COc1cc(C2c3cc4c(cc3OC3(OC)COC(=O)C23)OCO4)cc(OC)c1OC (centres undefined)
(80) CCOc1cc(OCC)c(OCC)cc1C=C(C#N)C#N
Screen / compound no.,73,74,75,76,77,78,79,80
yeast mlh1 rad18,-4,-16,16,0,8,16,-21,1
mec2-1,-34,-6,-6,-7,-5,-1,13,9
rad50,-33,26,-11,15,15,35,0,7
bub3,-53,17,-8,-11,-3,46,-21,11
yeast sgs1 mgt1,-47,15,-3,4,-16,41,5,18
yeast cln2 rad14,1,-3,-13,-42,0,36,-14,16
